ERK EGF inh: EGF-driven ERK pathway inhibition; AID 1454; HEK293-V1b, EGF-stimulated phospho-ERK AlphaScreen; 130,000 tested, 0.41% active; Potency, µM (highest dose often 11.5 µM), without a hit: at the highest dose activity change, negative = inhibition, hits mostly inhibitors; active = well fitted inhibition curve with a large enough effect; inconclusive = small, poorly fitted or top-dose-only effect, or effect the other way;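 also: plate controls were stimulated vehicle wells for no effect and unstimulated vehicle basal for full effect; nearly all actives have a fitted effect of over 55% in size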
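In this qHTS, HEK293 cells with stable type-1 vasopressin (V1b) receptor were exposed to compound at 37C for 30 min, stimulated 5 min with EGF at 25 nM, lysed, and probed for phospho-ERK by AlphaScreen.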
Numbers without * were called inactive; ? = inconclusive; [ ] = another dose, or the depositor's remark. Potency is read from the fitted curve at half-maximal effect.

Compound | ERK EGF inh
O=C(c1ccco1)N1CCC2(CC1)CN(c1ccccc1)C2 | 0%
Cc1nnc(SCC(=O)Nc2cccc(S(=O)(=O)N(C)c3ccccc3)c2)s1 | -5%
COc1ccc(-c2coc3ccc(OC4OC(COC(C)=O)C(OC(C)=O)C(OC(C)=O)C4OC(C)=O)cc3c2=O)cc1 (stereo not drawn) | -5%
O=C(Nc1c[nH]c(=O)[nH]c1=O)c1ccc2c(c1)C(=O)N(c1cccc([N+](=O)[O-])c1)C2=O | -7%[57.5 µM]
O=C(CCCN1C(=O)/C(=C/c2ccco2)SC1=S)Nc1ccccc1 | ?
O=C(Nc1ccccc1)c1ccccc1OCc1cccc([N+](=O)[O-])c1 | 8%
COC(=O)CCCC1=CC2=C(c3ccccc3)C(=O)C(C)(OC(=O)C3CCCC3)C(=O)C2=CN1Cc1ccc2c(c1)OCO2 (stereo not drawn) | -11%[57.5 µM]
CCOC(=O)c1c(-c2ccccc2)csc1NC(=O)CCN1C(=O)c2ccccc2C1=O | -7%
COc1cc(/C=C/C(=O)N2CCOCC2)ccc1OCc1ccccc1 | -2%
CSc1nsc(SCC(=O)Nc2nncs2)n1 | -6%
CCOc1ccc2[nH]c(=O)c(CN(Cc3nnnn3CCc3ccccc3)CC3CCCO3)cc2c1 (stereo not drawn) | 3%
c1ccc(CNc2nc(-c3cccs3)nc3ccccc23)cc1 | 8%
COc1ccc(C(=O)O/N=C(\N)c2ccccn2)c(OC)c1 | 8%[57.5 µM]
COc1ccc(-c2cc(C(F)(F)F)nc(SCC(=O)N(C)Cc3cn(C)nc3C)n2)cc1OC | 5%
COc1ccc(-c2csc3nc(C)nc(N4CCN(C(C)=O)CC4)c23)cc1OC | 6%
COc1ccc(C2Nc3ccccc3C(=O)N2O)cc1CN1CCOCC1 (stereo not drawn) | -4%
O=C(O)CSC(=S)N1CCCC1 | 10%[57.5 µM]
Cc1sc2nc(COC(=O)c3ccc(N4CCCC4)c([N+](=O)[O-])c3)[nH]c(=O)c2c1C | 0%
COc1ccc(/C=N/N(C)c2cc(=O)n(C)c(=O)[nH]2)cc1OC | -15%
O=Nc1c(O)[nH]c2ccc(F)cc12 | 1%
CC(=O)C1=C(C)NC(SCc2cccc3ccccc23)=C(C#N)C1c1ccco1 (stereo not drawn) | -2%
CC(C)CCNC(=O)CCNS(=O)(=O)c1ccc(Cl)cc1 | 6%
Cc1cccc(-c2n[nH]c(=S)n2/N=C/c2ccc(C)o2)c1 | 1%
CS(=O)(=O)N(CC(=O)N1CCOCC1)c1cccc([N+](=O)[O-])c1 | 2%
CS(=O)(=O)c1ccc(Cl)c(NC(=O)c2ccc3ccccc3c2)c1 | 8%
O=C(O)CCCCCN1C(=O)C(O)=C(C(=O)/C=C/c2ccccc2)C1c1cccc([N+](=O)[O-])c1 (stereo not drawn) | -5%
COc1ccc(NC(=O)N2CCC3(CC2)CCN(C(=O)c2ccncc2)CC3)cc1 | 10%
O=C(NN1CCOCC1)c1cnn2c(C(F)F)cc(-c3ccccc3)nc12 | -3%
S=c1[nH]ncn2c1cc1oc3ccccc3c12 | -5%
Cc1nn(CC(=O)Nc2nnc(C(C)C)s2)c(=O)c2ccccc12 | -4%
O=C(CSc1nnc(Cc2ccccc2)o1)N1CCCC1 | 3%
C/C(=N\NC(=O)C(C)Nc1cccc(Cl)c1)c1ccc([N+](=O)[O-])cc1 (stereo not drawn) | 6%
S=C(NCc1ccco1)Nc1ccc(Cl)cc1Cl | -4%
Nc1ccn(Cc2ccccc2F)n1 | 20%
O=C(Nn1c(Cc2ccccc2)nc2ccccc2c1=O)c1c(O)c2cccc3c2n(c1=O)CCC3 | 15%
NC(=O)CN(N=Nc1cccc([N+](=O)[O-])c1)c1cccc([N+](=O)[O-])c1 | -5%
O=C(Nc1ccccn1)C(=O)Nc1ccccn1 | -14%[57.5 µM]
CCNC(=O)CCSc1nc(C)cc(C)n1 | 0%
O=c1c(S(=O)(=O)c2ccc(Cl)cc2)cn(Cc2ccccc2)c2ccc(F)cc12 | 3%
C/C(=N\NC(=O)C(=O)Nc1cccc(Cl)c1)c1ccncc1 | 1%

Of the compounds above, two contain a COOH group:
Compound | ERK EGF inh
O=C(O)CSC(=S)N1CCCC1 | 10%[57.5 µM]
O=C(O)CCCCCN1C(=O)C(O)=C(C(=O)/C=C/c2ccccc2)C1c1cccc([N+](=O)[O-])c1 (stereo not drawn) | -5%

(listing goes on)
Compound | ERK EGF inh
Cc1ccc(NC(=O)c2cc(S(=O)(=O)NCCc3ccccc3)ccc2F)cc1Cl | 1%
Clc1cccc(OCCN2CCN(CCOc3cccc(Cl)c3)CC2)c1 | ?
CCC(C)SCC(=O)Nc1ccc(S(=O)(=O)N2CCOCC2)cc1OC (stereo not drawn) | 2%[57.5 µM]
CCCCNc1nc(C)nc2c1nc(-c1ccccc1)n2CCCN(C)C | 0%
COc1ccc(NC(=O)/C(Cl)=C(/Cl)S(=O)Cc2ccccc2Cl)cn1 (stereo not drawn) | ?
CCOC(=O)c1c(CNc2ccncc2)n(C)c2cc(Br)c(O)cc12 | 0%
CCN1CCN(c2ccc(NC(=O)c3ccc(F)cc3)cc2Cl)CC1 | 3%
CC(Sc1nc(-c2ccc(F)cc2)cs1)C(=O)Nc1ccc(Cl)cn1 (stereo not drawn) | 4%
FC(F)(F)Oc1ccc(NC(=S)Nc2ccc(OC(F)(F)F)cc2)cc1 | 1%[57.5 µM]
Cc1cc(Cl)c(S(=O)(=O)N2CCN(c3ccccn3)CC2)cc1OCC(N)=O | -12%
Cc1ccc(S(=O)(=O)NCCSCc2ccco2)cc1 | 6%
COc1ccc(N(C(C)C(=O)N/N=C/c2ccc(OC)c(OC)c2)S(C)(=O)=O)cc1 (stereo not drawn) | 3%[57.5 µM]
O=C(COc1ccc(C(=O)c2ccccc2)cc1)NCC1CCCCC1 | -1%
CNS(=O)(=O)c1ccc(NC(=O)c2ccccn2)cc1 | -4%
CCOC(=O)C1CN(C(C)(C)C)C(=O)C1=O (stereo not drawn) | 3%
Cn1cc(CN(Cc2ccccn2)C[C@@H]2CCC(=O)N2)c(-c2ccccc2F)n1 | 1%
Cc1cn[nH]c1 | 2%
Nc1nc(SCC(=O)N2N=C(c3ccc(Cl)cc3)CC2c2ccco2)n[nH]1 (stereo not drawn) | 10%[57.5 µM]
CC(C)(C)C(=O)Nc1ccccc1C(=O)N1CCCC1 | 1%
COc1ccc(CCNC(=O)C(=O)NCCCN2CCOCC2)cc1 | 0%
O=C(CCCCCCCC(=O)NNC(=O)Nc1ccccc1)NNC(=O)Nc1ccccc1 | 19%
Nc1nnc(-c2cc3c(ccc4ccccc43)oc2=O)s1 | 4%
O=C(NCc1ccccc1)Nc1cccn(Cc2cccc(F)c2)c1=O | -2%
Nc1ncnc2nc(Cl)[nH]c12 | 24%
Cc1nnc(SCC(=O)N/N=C/c2ccc(-c3ccc(C)c(Cl)c3)o2)s1 | 2%
Cc1ccc(N2CC(C(=O)Nc3ccc(S(=O)(=O)Nc4nccc(C)n4)cc3)CC2=O)cc1 (stereo not drawn) | 2%
CCN(CC)c1ccc(NC(=O)CSc2nc3ccccc3c(=O)n2-c2cc(S(=O)(=O)N(C)C)ccc2C)cc1 | 5%
Cc1ccc(C(=O)C(=S)N2CCOCC2)cc1 | 0%
O=C(c1cccnc1)N1CCC(Oc2ccc(C(=O)N3CCCC(O)C3)cc2)CC1 (stereo not drawn) | 8%
COc1ccc(NC(=O)/C=C/c2ccc(Br)o2)cn1 | -4%[57.5 µM]
COc1cc(C2C(C(=O)/C=C/c3ccccc3)=C(O)C(=O)N2c2ccccn2)ccc1O (stereo not drawn) | -7%
O=C(O)C1CCN(c2ccc(Cl)nn2)CC1 | -1%
Cc1ccc(-n2c(C)cc(/C=N\NC(=O)CC(=O)NC(C)C)c2C)cc1 | -13%
CCOc1cccc(CN2CCCC(C(=O)c3cccc(C(F)(F)F)c3)C2)c1O (stereo not drawn) | -1%
Cc1occc1C(=O)N/N=C/C=C/c1ccccc1 | 3%
CC(C)(C)C(=O)N1CCN(c2ccc(Cl)cc2[N+](=O)[O-])CC1 | ?
Cc1ccc(NC(=O)c2ccc(Cl)nc2)cc1 | -2%
CC(C)(C)[C@H]1C=C(C(=O)NCc2nc3ccccc3[nH]2)O[C@@H](OCCCCO)C1 | -8%[57.5 µM]
CCc1ccc(-c2cc(C(=O)N/N=C/c3ccccn3)[nH]n2)cc1 | 2%
O=C(CSCc1ccccc1)N=Nc1c(O)[nH]c2ccccc12 | -6%
Cc1ccc(S(=O)(=O)NN)c(C)c1N1CCCC1=O | -1%[57.5 µM]
CC(C)c1ccc(OCC(=O)NC(Cc2c[nH]c3ccccc23)C(=O)O)cc1 (stereo not drawn) | -1%
O=[N+]([O-])c1cccc(S(=O)(=O)Nc2ccc(Cc3ccncc3)cc2)c1 | 3%[57.5 µM]
COc1ccc(C(=O)NC(=S)Nc2ccccc2N2CCCCC2)cc1[N+](=O)[O-] | 5%
COC(=O)C(CCSC)NC(=O)/C=C/c1ccc(OC)cc1 (stereo not drawn) | -3%
O=C(Cn1cnc2c(cnn2-c2ccccc2)c1=O)Nc1ccc(S(=O)(=O)N2CCOCC2)cc1 | -2%
CC(Sc1nnc(NC2CCCCC2)s1)C(=O)Nc1ccc2c(c1)C(=O)c1ccccc1C2=O (stereo not drawn) | 0%
CCOC(=O)c1c(N)sc(C(=O)N2CCOCC2)c1C | 2%
Nc1cc(S(=O)(=O)N2CCCCC2)ccc1Oc1ccc(Cl)cc1 | 21%
Cc1ccc(NC(=S)N2CCN(C(=O)c3ccccc3)CC2)c(C)c1 | -7%
O=C(O)COc1ccc(Nc2ccccc2)cc1 | 5%
CCOC(=O)COc1c(-c2ccc(OC)cc2)oc2ccccc2c1=O | 8%
CC(C)NCCCCOc1ccccc1-c1ccccc1 | 11%
CCC(=O)NCCC1CCc2ccc3c(c21)CCO3 (stereo not drawn) | 14%
COc1ccc(OC)c(/C=N/NC(=O)CCc2c(C)n[nH]c2C)c1 | -5%[57.5 µM]
Cc1ccc(C)c(S(=O)(=O)N/N=C/c2ccc(C(=O)O)cc2)c1 | 2%

(listing goes on)
Compound | ERK EGF inh
CCOc1ccc(NC(=O)C(=O)N/N=C/c2ccccc2F)cc1 | -4%
S=c1[nH]nc(Cn2nnc3ccccc32)n1-c1ccc(Cl)cc1 | 6%
O=C(Nc1ccc(-c2nc3cccnc3s2)cc1)c1cccnc1Cl | 22%[57.5 µM]
N#CCO/N=C/C(=O)Nc1ccc(F)cc1F | -13%
Cc1cc(C)cc(NC(=S)NC2CC3CCCC(C2)N3CC(C)C)c1 (stereo not drawn) | 0%
COCCCN1CN(Cc2ccco2)CNC1=S | 10%[57.5 µM]
Nc1nnc(CCS(=O)(=O)c2ccc(Br)cc2)s1 | 3%
Cc1c(NC(=O)c2c(O)c3ccccc3n(C)c2=O)c(=O)n(-c2ccccc2)n1C | -9%

The last 7 entries of the part before open the next one.
Compound | ERK EGF inh
S=c1[nH]nc(Cn2nnc3ccccc32)n1-c1ccc(Cl)cc1 | 6%
O=C(Nc1ccc(-c2nc3cccnc3s2)cc1)c1cccnc1Cl | 22%[57.5 µM]
N#CCO/N=C/C(=O)Nc1ccc(F)cc1F | -13%
Cc1cc(C)cc(NC(=S)NC2CC3CCCC(C2)N3CC(C)C)c1 (stereo not drawn) | 0%
COCCCN1CN(Cc2ccco2)CNC1=S | 10%[57.5 µM]
Nc1nnc(CCS(=O)(=O)c2ccc(Br)cc2)s1 | 3%
Cc1c(NC(=O)c2c(O)c3ccccc3n(C)c2=O)c(=O)n(-c2ccccc2)n1C | -9%
O=C1CCCN1c1ccc(S(=O)(=O)NCCOc2ccccc2)cc1 | 1%
Cc1cc(C)c(-c2c(O)c3cnn(-c4ccccc4)c3[nH]c2=O)c(C)c1 | -6%
COCCCn1c(=O)/c(=C\c2ccccc2OC(C)C)s/c1=C(/C#N)C(=O)Nc1ccc(C(=O)O)cc1 | -9%[57.5 µM]
CCn1cc(C(=O)NP(=O)(Nc2ccc(C)cc2)Nc2ccc(C)cc2)c2ccccc21 | 8%[57.5 µM]
COc1ccc(CC(NC(C)=O)C(=O)NC2CCN(C(=O)c3ccc([N+](=O)[O-])cc3)CC2)cc1OC (stereo not drawn) | -4%[57.5 µM]
O=C1c2ccc(Oc3ccc([N+](=O)[O-])cc3)cc2C(=O)N1c1ccncc1 | 1%
Cc1ccc(-c2cc(C(F)(F)F)n3nc(C(=O)Nc4ccon4)cc3n2)cc1C | 2%[57.5 µM]
CCOc1ccc2nc(SCc3ccc(OC)cc3)sc2c1 | ?
CC(=O)Nc1ccc(NS(=O)(=O)c2ccccc2)cc1 | 9%
COCC(=O)NC1CCN(S(=O)(=O)c2cccc(C(C)=O)c2)CC1 | -3%
NC(=O)C1Cc2ccccc2CN1S(=O)(=O)c1cccs1 (stereo not drawn) | -4%
COc1ccc(S(=O)(=O)NCC(=O)Nc2cccc(C)c2C)cc1OC | -9%
C=C(C)Cn1c(C)cc(C)c(S(=O)(=O)c2cccc(C)c2)c1=O | -8%
Cc1ccc2sc(NNC(=O)c3cc(-c4cccs4)nc4ccccc34)nc2c1C | ?
O=C(/C=C/c1ccc([N+](=O)[O-])cc1)NCc1ccccn1 | -10%

Source: PubChem (National Center for Advancing Translational Sciences (NCATS))

Not all compounds are listed; rates above refer to the full screens.
